Screens (PubChem BioAssay)
ABHD4 inh: ABHD4 inhibitors, primary screen, biochemical, fluorescence polarization, mouse. AID 720543, 2013. inhibition, % at 8.92 µM. purified mABHD4, FP-Rh probe fluorescence polarization. (Lyso)-N-acylphosphatidylethanolamine lipase (Mus musculus), Q8VD66. actives 0.54% (n = 370,000);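 active = inhibition exceeding the mean over every tested compound plus 3 SD, cut at about 30% in these data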;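 note: 0% = plate median of compound wells and 100% = S159A mutant with DMSO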
Target sequence (Q8VD66 whole entry, looked up): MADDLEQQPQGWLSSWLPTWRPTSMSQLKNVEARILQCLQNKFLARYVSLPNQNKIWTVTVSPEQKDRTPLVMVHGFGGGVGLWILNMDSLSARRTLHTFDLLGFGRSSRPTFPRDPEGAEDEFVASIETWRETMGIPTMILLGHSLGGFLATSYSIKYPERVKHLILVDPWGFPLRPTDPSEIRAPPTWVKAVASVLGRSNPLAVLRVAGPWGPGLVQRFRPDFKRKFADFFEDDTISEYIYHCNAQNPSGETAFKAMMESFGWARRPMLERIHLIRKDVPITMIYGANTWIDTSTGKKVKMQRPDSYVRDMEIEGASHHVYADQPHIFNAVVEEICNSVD
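Assay system: mABHD4 protein; medium: HEPES pH 7.0, NaCl, Pluronic buffer; dosing: 8.92 µM, single dose; schedule: 45 min + 60 min at 25 °C; signal: FP readout, ex 525 nm / em 598 nm; read-out: normalized percent inhibition of probe labeling; repeats: single replicate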
rCAG RNA binder: binders of r(CAG) RNA repeats, primary screen, biochemical, fluorescence. r(CAG) RNA repeat, TO-PRO-1 dye displacement fluorescence. inhibition, % at 3 µM. actives 1.3% (n = 370,000);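 active = inhibition above the plate cutoff, the mean of all test compounds on that plate plus 3 SD, cut at about 35% in these data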;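 note: 0% = DMSO alone and 100% = 100 µM mitoxantrone as full dye displacement; higher means more dye released from RNA so lower well fluorescence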
PG9 Ab binder: binders of HIV-1 gp120 antibody PG9, primary screen, biochemical, TR-FRET. HIV-1 gp120 / PG9 antibody interaction. TR-FRET gp120-PG9 antibody binding. inhibition, % at 6.7 µM. actives 0.43% (n = 360,000); in the data active = inhibition above about 8.5%
SIAE inh: human SIAE inhibitors, primary screen, biochemical, fluorescence polarization, FP-Rh probe, 1536-well HTS | SIAE FP-Rh probe binding | Sialate O-acetylesterase (Homo sapiens), Q9HAT2 | actives 0.69% (n = 370,000) | inhibition, % at 9.66 µM;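 active = inhibition above a cutoff: mean of compounds within the control limits plus 3 SD of those, cut at about 17% in these data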;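 note: 0% = plate median of compound wells and 100% = probe without SIAE protein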
HTRA1 inh: HTRA1 serine protease inhibitors, primary screen, biochemical, fluorescence polarization, HTS | Q92743 | recombinant HTRA1, FP-rhodamine activity-based probe | inhibition, % at 5.96 µM | actives 0.5% (n = 340,000) | AID 504803, 2011; in the data active = inhibition above about 36%;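 note: 0% = enzyme with DMSO and 100% = wells lacking enzyme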
LEDGF integ inh: blockers of LEDGF/p75-dependent integrase strand transfer – biochemical, TR-FRET, high throughput, primary screen | HIV-1 integrase (with human LEDGF/p75) | TR-FRET IN-LEDGF/p75 DNA integration, Eu/Cy5 | inhibition, % at 3.7 µM | actives 0.64% (n = 370,000);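 active = inhibition above the screen-wide mean plus 3 SD, cut at about 13% in these data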;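 note: signal is the Cy5 over europium emission ratio at 671 and 618 nm; 0% = plate median of compound wells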
Rev-erbA mod: modulators of Rev-erb alpha DNA binding, primary screen, biochemical, FITC-DNA, fluorescence polarization, uHTS; Rev-erbα–FITC-DNA binding, 90 min; actives 0.79% (n = 370,000); activity, % at 10 µM; Nuclear receptor subfamily 1 group D member 1 (Homo sapiens), P20393;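 active = activity above about 14%, limit read from the data; passing the limit was not always enough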;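 note: 0% = DMSO wells with 35 nM protein and 100% = DMSO wells with 750 nM protein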
Target sequence (P20393 whole entry, looked up): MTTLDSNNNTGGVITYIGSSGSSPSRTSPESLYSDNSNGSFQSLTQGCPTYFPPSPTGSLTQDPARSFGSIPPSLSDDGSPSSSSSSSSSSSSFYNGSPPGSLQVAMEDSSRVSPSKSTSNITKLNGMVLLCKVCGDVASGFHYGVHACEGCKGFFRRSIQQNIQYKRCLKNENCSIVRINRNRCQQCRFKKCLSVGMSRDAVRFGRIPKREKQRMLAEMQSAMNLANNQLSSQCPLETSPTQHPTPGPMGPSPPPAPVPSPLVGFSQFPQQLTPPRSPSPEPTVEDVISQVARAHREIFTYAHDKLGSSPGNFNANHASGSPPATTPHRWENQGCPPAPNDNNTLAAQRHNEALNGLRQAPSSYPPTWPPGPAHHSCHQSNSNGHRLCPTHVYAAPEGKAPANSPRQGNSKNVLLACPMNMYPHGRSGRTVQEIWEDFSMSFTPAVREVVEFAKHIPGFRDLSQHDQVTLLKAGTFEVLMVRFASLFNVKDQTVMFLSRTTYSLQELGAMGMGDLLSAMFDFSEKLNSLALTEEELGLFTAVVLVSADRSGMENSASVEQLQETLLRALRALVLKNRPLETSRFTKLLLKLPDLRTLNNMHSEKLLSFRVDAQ
TCR-CD3 inh: inhibitors of human TCR-CD3 interaction, primary screen, biochemical, fluorescence, TAMRA-labeled TCR probe; actives 0.37% (n = 360,000); T-cell receptor (TCR); inhibition, % at 9.4 µM; in the data active = inhibition above about 19%;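 note: recombinant mutant TCR 2C K166C tagged with TAMRA read by polarization; 0% = receptor in buffer alone and 100% = receptor with positive control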
PRMT1 inh: PRMT1 methyltransferase inhibitors, primary screen, biochemical, fluorescence polarization; Protein arginine N-methyltransferase 1 (Homo sapiens), Q99873; actives 1.3% (n = 370,000); inhibition, % at 2.79 µM; recombinant PRMT1, activity-based probe fluorescence polarization; AID 652257, 2013;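 active = inhibition above about 21% made by adding two undisclosed values, limit read from the data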
TDP2 absorb: human TDP2 enzyme inhibitors, primary screen, biochemical, epi absorbance, recombinant enzyme; Tyrosyl-DNA phosphodiesterase 2 (Homo sapiens), O95551; T5PNP hydrolysis, p-nitrophenol absorbance 415 nm; inhibition, % at 12.8 µM; actives 0.34% (n = 370,000); AID 720702, 2013;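 active = inhibition above the mean of all tested compounds plus 3 SD, set per campaign, cut at about 25% in these data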;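 note: 0% = DMSO with enzyme and 100% = buffer with substrate but no TDP2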
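Incubation: 2 h at 37 °C; Test system: recombinant human TDP2; Quantity: enzyme 120 nM; Read-out basis: percent inhibition; Medium: 50 mM Tris-HCl pH 7.5 with Mg2+, KCl, DTT, BSA; Repeats: single replicate; Compound: 12.8 µM single point, 1% DMSO; Signal: epi absorbance; Reagent: 5 mM T5PNP chromogenic substrate; Benchmarks: no-enzyme high, DMSO-plus-enzyme low.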
Starred values were filed as active, the others as inactive. Not all compounds are listed; rates above refer to the full screens.

Screening O=C(O)/C=C/C(=O)NCCc1ccccc1 returned ABHD4 inh -3, rCAG RNA binder 0, PG9 Ab binder 0.5, SIAE inh -2, HTRA1 inh 11, LEDGF integ inh 4, Rev-erbA mod -3, TCR-CD3 inh -3, PRMT1 inh 0 and TDP2 absorb -14.
For O=C(N/N=C/c1ccccn1)c1cc(C2CC2)[nH]n1 the results were ABHD4 inh -1, rCAG RNA binder -4, PG9 Ab binder -2.5, SIAE inh -7, HTRA1 inh 2, LEDGF integ inh -1, Rev-erbA mod -2, TCR-CD3 inh -1, PRMT1 inh 1 and TDP2 absorb 3.
COc1cccc(CNC(=O)c2csc3c2CCCC3)c1 was read as ABHD4 inh 3, rCAG RNA binder -4, PG9 Ab binder -1.5, SIAE inh -1, HTRA1 inh -11, LEDGF integ inh 0, Rev-erbA mod 2, TCR-CD3 inh 0, PRMT1 inh 2 and TDP2 absorb 16.
Cc1c(CCC(=O)NCC(=O)NCC(=O)O)c(=O)oc2cc3oc4c(c3cc12)CCCC4 was read as ABHD4 inh -10, rCAG RNA binder 14, PG9 Ab binder 2.4, SIAE inh 0, HTRA1 inh 4, LEDGF integ inh 8, Rev-erbA mod -3, TCR-CD3 inh -2, PRMT1 inh -5 and TDP2 absorb -10.
COc1ccc(S(=O)(=O)N2CCc3ccccc32)cc1C(=O)OCc1nnc(-c2ccccc2)o1 was read as ABHD4 inh -3, rCAG RNA binder 1, PG9 Ab binder -0.3, SIAE inh -8, HTRA1 inh -3, LEDGF integ inh -1, Rev-erbA mod -2, TCR-CD3 inh 2, PRMT1 inh 2 and TDP2 absorb 0.
Screening COC(=O)c1c(NC(=O)c2ccccc2)sc(C(N)=O)c1C returned ABHD4 inh 5, rCAG RNA binder 6, PG9 Ab binder 0.5, SIAE inh -3, HTRA1 inh -3, LEDGF integ inh 1, Rev-erbA mod 17, TCR-CD3 inh 4, PRMT1 inh 1 and TDP2 absorb -12.
CCOC(=O)C1(Cc2cccc(F)c2)CCN(Cc2cnn(CC)c2)CC1 was read as ABHD4 inh -3, rCAG RNA binder -4, PG9 Ab binder -3.1, SIAE inh -3, HTRA1 inh 0, LEDGF integ inh 2, Rev-erbA mod 2, TCR-CD3 inh 2, PRMT1 inh -2 and TDP2 absorb -6.
`CCOc1ccc(OCC)c(NC(=O)c2nnn(CC(=O)Nc3cc(C)cc(C)c3)c2N)c1` gave ABHD4 inh -2, rCAG RNA binder 8, PG9 Ab binder 0.0, SIAE inh 5, HTRA1 inh -5, LEDGF integ inh 1, Rev-erbA mod -2, TCR-CD3 inh -4, PRMT1 inh -1 and TDP2 absorb 10.
For COc1ccc(C=CC(=O)c2cc(O)ccc2O)cc1 the results were ABHD4 inh 10, rCAG RNA binder 11, PG9 Ab binder -1.0, SIAE inh -6, HTRA1 inh -2, LEDGF integ inh -1, Rev-erbA mod -8, TCR-CD3 inh 4, PRMT1 inh 2 and TDP2 absorb -8.
For CCSc1ccc(C(=O)Nc2cccc(C)n2)cc1[N+](=O)[O-] the results were ABHD4 inh 0, rCAG RNA binder 4, PG9 Ab binder -1.0, SIAE inh 1, HTRA1 inh -5, LEDGF integ inh 3, Rev-erbA mod -6, TCR-CD3 inh -2, PRMT1 inh -2 and TDP2 absorb 2.
For COc1ccc(CCNC(=O)COC(=O)c2cc(OC)c(OC)cc2OC)cc1OC the results were ABHD4 inh 1, rCAG RNA binder -8, PG9 Ab binder -3.1, SIAE inh -4, HTRA1 inh 3, LEDGF integ inh 0, Rev-erbA mod 0, TCR-CD3 inh 10, PRMT1 inh -3 and TDP2 absorb 4.
For Cc1ccc(C(=O)OCC(=O)N2CCOCC2)c(C)c1 the results were ABHD4 inh 4, rCAG RNA binder 0, PG9 Ab binder -1.6, SIAE inh 7, HTRA1 inh 2, LEDGF integ inh -1, Rev-erbA mod -5, TCR-CD3 inh 3, PRMT1 inh 0 and TDP2 absorb 12.
CCc1ccc(NC(=O)C/C(C)=N/NC(=O)COc2ccc(C)cc2Br)cc1 was read as ABHD4 inh -15, rCAG RNA binder 0, PG9 Ab binder 0.9, SIAE inh 0, HTRA1 inh -22, LEDGF integ inh 3, Rev-erbA mod 6, TCR-CD3 inh 6, PRMT1 inh -2 and TDP2 absorb -10.
For CC(=O)Nc1ccc(-n2cc(-c3ccccc3)[nH]c2=S)cc1 the results were ABHD4 inh 4, rCAG RNA binder 0, PG9 Ab binder -2.6, SIAE inh -4, HTRA1 inh 2, LEDGF integ inh -2, Rev-erbA mod -2, TCR-CD3 inh -1, PRMT1 inh 14 and TDP2 absorb -10.
`O=C(NCCc1ccccc1)C1Cc2c(-c3ccccc3)ccnc2O1` (stereo not given) gave ABHD4 inh 5, rCAG RNA binder 10, PG9 Ab binder 0.8, SIAE inh 2, LEDGF integ inh -1, Rev-erbA mod 1, TCR-CD3 inh 2, PRMT1 inh 1 and TDP2 absorb 2.
Screening O=C(N/N=C/c1ccc(-c2ccc([N+](=O)[O-])cc2)o1)c1cccnc1 returned ABHD4 inh 7, rCAG RNA binder 10, PG9 Ab binder -6.6, SIAE inh 0, LEDGF integ inh 3, Rev-erbA mod -8, TCR-CD3 inh 6, PRMT1 inh 2 and TDP2 absorb -21.
COc1ccc(C)cc1NC(=O)CSc1nnc(-c2cc3cccc(OC)c3o2)n1N was read as ABHD4 inh -4, rCAG RNA binder -1, PG9 Ab binder 1.1, SIAE inh -3, HTRA1 inh -7, LEDGF integ inh 3, Rev-erbA mod 0, TCR-CD3 inh -1, PRMT1 inh -2 and TDP2 absorb 8.
For COc1cc(OC)c2ccc(=O)oc2c1C(CC(=O)N1CCOCC1)c1ccc(N(C)C)cc1 (stereo not given) the results were ABHD4 inh 4, rCAG RNA binder 1, PG9 Ab binder 0.9, SIAE inh 4, HTRA1 inh 1, LEDGF integ inh 2, Rev-erbA mod 2, TCR-CD3 inh 1, PRMT1 inh -4 and TDP2 absorb -8.
CCN(CC)S(=O)(=O)c1ccc(OC)c(NC(=O)c2cc(=O)[nH]c3ccccc23)c1 was read as ABHD4 inh 2, rCAG RNA binder 3, PG9 Ab binder 0.7, SIAE inh -7, HTRA1 inh -3, LEDGF integ inh -10, Rev-erbA mod -2, TCR-CD3 inh 7, PRMT1 inh -2 and TDP2 absorb -7.
`Cc1nc2ccc(NS(=O)(=O)c3ccccc3F)cc2s1` gave ABHD4 inh -8, rCAG RNA binder 5, PG9 Ab binder 1.1, SIAE inh -5, HTRA1 inh 5, LEDGF integ inh -5, Rev-erbA mod -2, TCR-CD3 inh -9, PRMT1 inh 3 and TDP2 absorb -5.
Screening CN1CCN(CC(=O)O)CC1 returned ABHD4 inh -4, rCAG RNA binder 2, PG9 Ab binder -1.0, SIAE inh 0, HTRA1 inh 8, LEDGF integ inh 2, Rev-erbA mod -1, TCR-CD3 inh -6, PRMT1 inh 0 and TDP2 absorb 3.
For COc1cccc(OCc2cc(C(=O)NCCN3CCCCC3CO)no2)c1 (stereo not given) the results were ABHD4 inh -6, rCAG RNA binder 1, PG9 Ab binder 1.0, SIAE inh -1, HTRA1 inh 1, LEDGF integ inh -3, Rev-erbA mod 2, TCR-CD3 inh 3, PRMT1 inh 3 and TDP2 absorb -8.
O=C(COc1ccccc1)Nc1cccc2nsnc12 was read as ABHD4 inh -4, rCAG RNA binder 0, PG9 Ab binder -0.7, SIAE inh -1, HTRA1 inh -9, LEDGF integ inh 0, Rev-erbA mod 1, TCR-CD3 inh 3, PRMT1 inh -2 and TDP2 absorb 4.
For O=[N+]([O-])c1ccc(C=NN2CCCCCC2)cc1 the results were ABHD4 inh 3, rCAG RNA binder 2, PG9 Ab binder 0.0, SIAE inh 2, HTRA1 inh -9, LEDGF integ inh 5, Rev-erbA mod 10, TCR-CD3 inh 3, PRMT1 inh 0 and TDP2 absorb 10.
Screening Cc1c(-c2ccccc2)n[nH]c1C(=O)N=Nc1c(O)[nH]c2ccccc12 returned ABHD4 inh -5, rCAG RNA binder 37*, PG9 Ab binder -2.8, SIAE inh -83, HTRA1 inh -17, LEDGF integ inh -4, Rev-erbA mod -35, TCR-CD3 inh -6, PRMT1 inh 0 and TDP2 absorb 2.
Screening CCOC(=O)C1CCCN(c2nc3ccccc3nc2NS(=O)(=O)c2ccc(C)cc2)C1 (stereo not given) returned ABHD4 inh -3, rCAG RNA binder 62*, PG9 Ab binder -2.6, SIAE inh 6, HTRA1 inh -8, LEDGF integ inh 0, Rev-erbA mod 1, TCR-CD3 inh -1, PRMT1 inh -4 and TDP2 absorb 6.
`COCCN(C(=O)CCCc1nc2ccccc2s1)c1c(N)n(CC(C)C)c(=O)[nH]c1=O` gave ABHD4 inh 5, rCAG RNA binder 2, PG9 Ab binder -1.1, SIAE inh 6, HTRA1 inh -1, LEDGF integ inh -3, Rev-erbA mod 2, TCR-CD3 inh -6, PRMT1 inh 36* and TDP2 absorb -2.
For O=S(=O)(NCc1ccc(F)cc1)c1ccccc1Br the results were ABHD4 inh -18, rCAG RNA binder 2, PG9 Ab binder 0.1, SIAE inh -6, HTRA1 inh -3, LEDGF integ inh 3, Rev-erbA mod -4, TCR-CD3 inh -7, PRMT1 inh 4 and TDP2 absorb -8.
Screening CC(=O)Nc1cccc(C(=O)OCC(=O)c2ccccc2Cl)c1 returned ABHD4 inh 6, rCAG RNA binder 2, PG9 Ab binder -0.6, SIAE inh -2, HTRA1 inh -6, LEDGF integ inh -6, Rev-erbA mod 3, TCR-CD3 inh -3, PRMT1 inh 5 and TDP2 absorb -15.
Screening COc1ccc(C(=O)OCC(=O)N2CCCCC2)cc1[N+](=O)[O-] returned ABHD4 inh 2, rCAG RNA binder -4, PG9 Ab binder -2.5, SIAE inh 9, HTRA1 inh 1, LEDGF integ inh 6, Rev-erbA mod -1, TCR-CD3 inh 4, PRMT1 inh -9 and TDP2 absorb -2.
CCN(CC)c1ccc(-c2nc3cnccc3n2C)cc1 was read as ABHD4 inh 8, rCAG RNA binder -7, PG9 Ab binder -2.7, SIAE inh 8, HTRA1 inh 5, LEDGF integ inh -3, Rev-erbA mod -4, TCR-CD3 inh -6, PRMT1 inh 4 and TDP2 absorb 18.
